All columns: NCI-60 one-dose screen, growth in % after 48 h at 10 µM unless noted; 100 = growth as untreated, 0 = no growth, -100 = all killed.
NCI-H226: NCI-H226 lung cancer; actives 3.5% (n = 79,000); AID 1794732
SK-OV-3: SK-OV-3 ovarian cancer cells | actives 3.2% (n = 80,000) | AID 1794785
SN12C: SN12C renal cancer cells; AID 1794767; actives 3.8% (n = 81,000)
NCI-H23: NCI-H23 lung cancer | actives 4% (n = 80,000)
IGROV1: IGROV1 ovarian cancer. actives 4.7% (n = 79,000). AID 1794786
OVCAR-4: OVCAR-4 ovarian cancer cells. actives 3.7% (n = 80,000)
NCI/ADR-RES: NCI/ADR-RES ovarian cells; actives 4.4% (n = 81,000); AID 1794790
OVCAR-3: OVCAR-3 ovarian cancer; actives 7% (n = 79,000); AID 1794787
OVCAR-5: OVCAR-5 ovarian cancer; actives 2.9% (n = 82,000); AID 1794783
Active calls of the source: *; . = not tested or not shown. The calls were made as follows: active = growth percent below 10; inactive = the rest.

Preview (eleven entries):
SMILES | NCI-H226 | SK-OV-3 | SN12C | NCI-H23 | IGROV1 | OVCAR-4 | NCI/ADR-RES | OVCAR-3 | OVCAR-5
O=C(/C=C/c1ccc(F)cc1)c1ccc(Nc2nc(N3CCCCC3)nc(N3CCCCC3)n2)cc1 | 107 | 105 | 109 | 101 | 99 | 108 | 105 | 111 | 105
COc1ccc(CCc2nc3cc(-c4c(C)noc4C)ccc3n2CCN2CCOCC2)cc1 | 48 | 88 | 31 | 49 | 48 | 31 | 57 | 3.3* | 50
NS(=O)(=O)c1ccc(NNCCC(=O)c2ccccc2)cc1 | 106 | 98 | 112 | 109 | 104 | 105 | 106 | 119 | 104
COC(=O)C1=Nc2ccc(F)cc2/C1=C\c1sc(=O)[nH]c1O | 65 | 61 | 78 | . | 47 | 106 | 94 | 99 | 87
N#CCC(C#N)N1CCCCC1 (stereo not given) | 109 | 108 | 105 | 102 | 122 | 111 | 110 | 114 | 111
Cn1cc(-c2csc(-c3cn(CCNC(=O)OC(C)(C)C)c4ccc(F)cc34)n2)c2cccnc21 | 51 | 97 | 86 | 57 | 49 | 44 | 44 | 75 | 95
COC(=O)c1ccccc1OC(C)=O | 98 | 107 | 100 | 99 | 106 | 99 | 110 | 117 | 101
NC(=O)n1[nH]c(N)c(N=Nc2ccc(S(=O)(=O)N=C(N)N)cc2)c1=O | 102 | 112 | 112 | 102 | 108 | 108 | 105 | . | 103
NC(=S)NN=C1CCC2(CCCCC2)CC1 | 89 | 109 | 90 | 103 | 111 | 88 | 108 | 114 | 94
O=C(NNC(=S)Nc1cccc(C(F)(F)F)c1)c1ccncc1 | 89 | . | 104 | 96 | 100 | . | 109 | 106 | 105
Cc1c2c(cc[n+]1Cc1ccccc1)c1ccc(OCC3CCCCC3)cc1n2CC1CCCCC1 | -89* | -53* | -92* | -77* | -71* | -94* | 32 | -100* | -96*

Main list, from the start:
SMILES | NCI-H226 | SK-OV-3 | SN12C | NCI-H23 | IGROV1 | OVCAR-4 | NCI/ADR-RES | OVCAR-3 | OVCAR-5
O=C(/C=C/c1ccc(F)cc1)c1ccc(Nc2nc(N3CCCCC3)nc(N3CCCCC3)n2)cc1 | 107 | 105 | 109 | 101 | 99 | 108 | 105 | 111 | 105
COc1ccc(CCc2nc3cc(-c4c(C)noc4C)ccc3n2CCN2CCOCC2)cc1 | 48 | 88 | 31 | 49 | 48 | 31 | 57 | 3.3* | 50
NS(=O)(=O)c1ccc(NNCCC(=O)c2ccccc2)cc1 | 106 | 98 | 112 | 109 | 104 | 105 | 106 | 119 | 104
COC(=O)C1=Nc2ccc(F)cc2/C1=C\c1sc(=O)[nH]c1O | 65 | 61 | 78 | . | 47 | 106 | 94 | 99 | 87
N#CCC(C#N)N1CCCCC1 (stereo not given) | 109 | 108 | 105 | 102 | 122 | 111 | 110 | 114 | 111
Cn1cc(-c2csc(-c3cn(CCNC(=O)OC(C)(C)C)c4ccc(F)cc34)n2)c2cccnc21 | 51 | 97 | 86 | 57 | 49 | 44 | 44 | 75 | 95
COC(=O)c1ccccc1OC(C)=O | 98 | 107 | 100 | 99 | 106 | 99 | 110 | 117 | 101
NC(=O)n1[nH]c(N)c(N=Nc2ccc(S(=O)(=O)N=C(N)N)cc2)c1=O | 102 | 112 | 112 | 102 | 108 | 108 | 105 | . | 103
NC(=S)NN=C1CCC2(CCCCC2)CC1 | 89 | 109 | 90 | 103 | 111 | 88 | 108 | 114 | 94
O=C(NNC(=S)Nc1cccc(C(F)(F)F)c1)c1ccncc1 | 89 | . | 104 | 96 | 100 | . | 109 | 106 | 105
Cc1c2c(cc[n+]1Cc1ccccc1)c1ccc(OCC3CCCCC3)cc1n2CC1CCCCC1 | -89* | -53* | -92* | -77* | -71* | -94* | 32 | -100* | -96*
CCCCCCCCCCC(CCc1ccccc1)CSCC(CCCCCCCCCC)CCc1ccccc1 (stereo not given) | 92 | 104 | 107 | 103 | 105 | 103 | 113 | 104 | 107
CCOC(=O)/C(C)=N\NC(C)=O | 96 | 113 | 94 | 105 | 103 | 113 | 107 | 93 | 98
O=C(CCCC(=O)N/N=C/c1cccc(O)c1)N/N=C\c1cccc(O)c1 | 115 | 103 | 96 | 96 | 139 | 102 | 100 | . | 93
COc1ccc(CCNC(=S)/N=C\C2=C(O)c3ccccc3C2=O)cc1OC | 86 | 97 | 98 | 95 | 96 | 96 | 96 | 99 | 107
COC(=O)c1ccc(C=O)cc1 | 108 | 98 | 99 | 99 | 107 | 119 | 106 | 109 | 87
COc1ccc2c(c1)/C(=C\c1sc(Nc3ccc(O)cc3)nc1O)C(C(=O)O)=N2 | 98 | 107 | 98 | 100 | 96 | 103 | 101 | 109 | 103
O=C(NN1C(=O)c2ccccc2C1=O)c1ccc(NC(=O)c2ccccn2)cc1 | 100 | 102 | 98 | 98 | 107 | 91 | 103 | 102 | 100
Cc1ccc(/C=C/C2=NN(C(N)=O)C(c3ccc(C)s3)C2)s1 (stereo not given) | 89 | 97 | 95 | 97 | 99 | 97 | 102 | 103 | 104
CCOC(=O)c1c(NC(=S)Nc2ccc([N+](=O)[O-])cc2)sc2c1CCCCC2 | 71 | 66 | 56 | 69 | 90 | 72 | 54 | 65 | 94
CC1(C)SC(N)=NC1=O | 112 | 113 | 107 | 110 | 91 | 125 | 114 | 113 | 110
CN1CCN(Cc2ccc(NC(=O)c3cncc(C#Cc4cnc5ccc(OCCCS(C)(=O)=O)nn45)c3)cc2C(F)(F)F)CC1 | -60* | -11* | -16* | -51* | -14* | -30* | 75 | . | 3.1*
O=C(Cc1c[nH]c2ccccc12)N=Nc1c(O)[nH]c2ccc(Br)cc12 | . | . | 87 | 93 | 76 | 92 | 92 | 101 | 108
CC[C@@H](C(=O)[C@@H](C)[C@@H](O)[C@H](C)[C@@H]1O[C@@H]([C@@H](CC)C(=O)NCCc2ccc(F)cc2)CC[C@@H]1C)C1O[C@]2(C=CC(=O)[C@]3(CC[C@@](C)([C@H]4CC[C@](O)(CC)[C@H](C)O4)O3)O2)[C@H](C)C[C@@H]1C (stereo not given in full) | 24 | 45 | 38 | 25 | 26 | -2.6* | 30 | 11 | 68
O=[N+]([O-])c1ccc(S(=O)(=O)N2CCN(c3ccnc4cc(Cl)ccc34)CC2)c([N+](=O)[O-])c1 | 84 | 105 | 88 | 97 | 99 | 95 | 96 | 93 | 106
CCN(CC)c1ccc(/C=C/C2=[N+](C)c3ccccc3C2(C)C)c(C)c1 | 18 | -7.0* | . | 11 | 32 | 18 | 33 | 8.9* | 31
O=C1/C(=C\c2ccc(Cl)cc2)Sc2c(F)cccc21 | 86 | 90 | 98 | 83 | 90 | 97 | 94 | 107 | 103
CCOC(=O)C1(C(=O)OCC)NC(=O)CC1C (stereo not given) | 97 | 111 | 101 | 97 | 128 | 111 | 101 | 112 | 103
O=C(CN1C(=O)CCC1=O)Nc1ncc(Cc2ccccc2Cl)s1 | 100 | 104 | 96 | 99 | 97 | 104 | 98 | 102 | 102
O=C(CSc1nc2sc3c(c2c(=O)n1-c1ccc(Cl)cc1)CCCC3)Nc1nc(-c2cccc([N+](=O)[O-])c2)cs1 | 101 | 105 | 93 | 96 | 88 | 105 | 102 | 113 | 100
COC(=O)C(C)NC(=O)Cc1ccccc1 (stereo not given) | 100 | 109 | 98 | 110 | 114 | 111 | 114 | 102 | 100
Cc1ccc(-c2cc(-c3ccccc3)n3nc(-c4ccc(Cl)cc4)cc3n2)cc1 | 117 | 120 | 114 | 97 | 112 | 102 | 107 | 94 | 110
O=C1CC(c2ccc(Cl)cc2)c2snc(-c3cccc(F)c3)c2N1 (stereo not given) | 88 | 83 | 90 | 85 | 73 | 95 | 82 | 100 | 82
CC1=Nc2nc(=N)nc3cccc(n23)N1 | 102 | 101 | 103 | 97 | 109 | 102 | 104 | 132 | 121
COc1ccc(-c2c3ccccc3c(OC(C)=O)c3cc(OC)ccc23)cc1 | 84 | 102 | 99 | 98 | 118 | 91 | 105 | 101 | 102
C/C=C(\C)C(=O)NC1=CC[C@@]2(C)C(=CCC3C2CC[C@@]2(C)C3CC[C@@H]2C(C)N(C)C)C1=O (stereo not given in full) | 90 | 114 | 61 | 39 | 40 | 1.8* | 56 | 29 | 86
NC(=O)C1C2C=CC(C2)C1c1ccccc1 (stereo not given) | 117 | 100 | 110 | 101 | 116 | 108 | 106 | 131 | 99
Oc1ccc(/C=N/c2n[nH]c(-c3ccc(Cl)cc3)n2)c(O)c1O | 92 | 94 | 96 | 85 | 87 | 100 | 93 | 99 | 103
Cc1cc(C)n(C(=O)c2sc(=S)n(-c3ccccc3)c2N=[N+]=[N-])n1 | 110 | 113 | 102 | 105 | 101 | 105 | 112 | 115 | 111
Cn1c(=O)c(-c2ccc(Cl)cc2)cc2cnc(Nc3cccc(S(C)(=O)=O)c3)nc21 | 79 | 12 | 54 | 74 | 32 | 70 | 79 | 68 | 64
CC(C)CCSC(=N)N | 104 | 92 | . | 98 | 101 | 111 | 110 | 104 | 100
N=C(N)c1ccc(-c2ccc(-c3ccc(Cl)cn3)s2)cc1 | 84 | . | 10 | 68 | 14 | 40 | 62 | 4.7* | 52
COc1cc(/C=C\c2cccc[n+]2C)ccc1O | 101 | 91 | 97 | 99 | 104 | 102 | 109 | 117 | 119
CC1=C(C(=O)OCc2ccccc2)C(c2ccc3c(c2)OCO3)NC(=O)N1 (stereo not given) | 96 | 105 | 101 | 101 | 97 | 91 | 98 | 119 | 106
N#C/C(C(=O)Nc1ccc(S(N)(=O)=O)cc1)=C1\C(=O)Nc2ccc([N+](=O)[O-])cc21 | . | . | 95 | 98 | 102 | . | 98 | 102 | 93
COc1cccc(/C=N/NC(N)=S)c1 | 88 | 109 | 93 | 85 | 99 | 90 | 91 | 103 | 98
CC/C=C\C[C@H](O)C/C=C1/C(=O)C=C[C@@H]1C/C=C\CCCC(=O)NC(C)C | -34* | 21 | -11* | 13 | 15 | 36 | 16 | -6.9* | 42
C[C@H]1[C@H](C)CC[C@]2(C(N)=O)CC[C@]3(C)C(=CC[C@@H]4[C@@]5(C)Cc6c([nH]c7ccccc67)C(C)(C)[C@@H]5CC[C@]43C)[C@H]12 | 80 | 86 | 85 | 82 | 96 | 86 | 85 | 87 | 93
Cc1cc(C)n(-c2nc(-c3cccs3)c(C#N)c(=O)[nH]2)n1 | 105 | 91 | 96 | 98 | 108 | 91 | 86 | 95 | 105
OC(c1cccc(C(F)(F)F)c1)c1cnc(C(F)(F)F)cc1NC1CCCCCC1 (stereo not given) | 91 | . | 87 | 72 | 90 | 94 | 84 | 107 | 97

(list continues)
SMILES | NCI-H226 | SK-OV-3 | SN12C | NCI-H23 | IGROV1 | OVCAR-4 | NCI/ADR-RES | OVCAR-3 | OVCAR-5
O=Cc1ccc(OCc2cn(CC(=O)Nc3nc4ccccc4s3)nn2)cc1 | 103 | 105 | 99 | 97 | 98 | 116 | 98 | 106 | 96
CC1(C)CC[C@]2(C(=O)N[C@@H](Cc3ccccc3)C(=O)O)CC[C@]3(C)C(=CC[C@@H]4[C@@]5(C)Cc6c([nH]c7ccccc67)C(C)(C)[C@@H]5CC[C@]43C)[C@@H]2C1 | 86 | 92 | 78 | 87 | 101 | 86 | 93 | 76 | 108
NC(=S)N1N=C(c2ccc(Cl)cc2)CC1c1ccc2c(c1)OCO2 (stereo not given) | 96 | 109 | 88 | 90 | 79 | . | 100 | 113 | 102
Oc1cccc(-c2nn(-c3ccccc3)cc2-c2ccnc(N3CCOCC3)c2)c1 | 79 | 81 | 100 | 79 | 66 | 80 | 80 | 94 | 85
O=P(c1ccccc1)(c1ccccc1)C(O)c1ccc(F)cc1 (stereo not given) | 98 | 87 | 103 | 101 | 107 | 98 | 102 | 106 | 113
O=C1C2C(c3ccccc3)=C(c3ccccc3)C1[C@@]1(c3ccccc3)C(c3ccccc3)=CC(=O)[C@@H]21 (stereo not given in full) | 53 | 74 | 73 | 47 | 106 | 58 | 60 | 60 | 69
Cc1sccc1Br | 102 | 112 | 87 | 96 | 103 | . | 102 | 110 | 101
CCN(CC)c1ccc(N)cc1Cl | 96 | 102 | 97 | 114 | . | 107 | 118 | 97 | 119
CC(C)=C[C@@H]1CC2Cc3c(C)cc(C)cc3N1O2 (stereo not given in full) | 99 | 105 | 91 | 90 | 94 | 96 | 93 | 114 | 89
CCOC(=O)[C@@H](F)[C@H](Br)C(=O)OCC | 97 | 95 | 96 | 108 | 103 | 101 | 105 | 105 | 101
COc1ccc(/C=N/NC(=O)Cn2nc(-c3ccccc3)ccc2=O)cc1OC | 97 | 111 | 110 | 103 | 97 | 121 | 102 | 119 | 101
Cc1ccc(S(=O)(=O)NCCCSCCSCCCN)cc1 | 92 | 100 | 100 | 102 | 115 | 95 | 108 | 115 | 104
CN1C(=C2C(=O)OC(C)(C)OC2=O)CCC1C(=O)NCc1ccc(Cl)cc1Cl (stereo not given) | 79 | 86 | 93 | 98 | 100 | 98 | 101 | 101 | 95
O=c1[nH]c(=O)n(C2CC(O)C(CO)O2)cc1NCc1ccccc1 (stereo not given) | 101 | 100 | 102 | 102 | . | 92 | 117 | 105 | 101
COc1ccc(CNc2nc3ccccc3c3c(=O)c4ccccc4sc23)cc1OC | 76 | 82 | 82 | 81 | 81 | 62 | 74 | 83 | 97
CCCOC(=O)COc1ccccc1 | 100 | 106 | 99 | 109 | 133 | 105 | 107 | 115 | 99
COC(=O)c1ccccc1NC1=C(Cl)C(=O)c2nc(C)ccc2C1=O | 94 | 87 | 97 | 77 | 71 | 80 | 89 | 64 | 100
Cn1c(SCC(=O)NNc2ncnc3ccccc23)nc(-c2ccc(O)cc2)c(C#N)c1=O | 96 | 101 | 102 | . | 91 | 117 | 103 | 119 | 112

This is a random part of the collection; about 9.4% have a hit in one of these screens.
